Fh CTSL1 inh – counter-screen for PFM18AAP inhibitors: inhibitors of F. hepatica cathepsin L1; recombinant F. hepatica cathepsin L1, Z-Leu-Arg-MCA fluorescence; inhibition, % at 5.96 µM; 300,000 compounds, 0.49% hits; AID 1906;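 active = inhibition above the mean of all tested compounds plus 3 SD, set per screening campaign, cut at about 17% in these data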;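 note: 0% = plate median of test compound wells and 100% = 1 µM Z-Phe-Ala-diazomethylketone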
TPT1 inhibitor – inhibitors of Candida albicans tRNA 2'-phosphotransferase TPT1; recombinant caTPT1, FP RNA substrate dephosphorylation; 300,000 compounds, 0.81% hits; inhibition, % at 5 µM;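 active = inhibition above the mean of all tested compounds plus 3 SD, set per screening campaign, cut at about 24% in these data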;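 note: plate controls were DMSO alone for no effect and ferristatin control at 100 nM for full effect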
CR mimetic SO – lowers age-related superoxide in aged yeast cells | S. cerevisiae aged cells, superoxide DHE fluorescence; hits give low values | superoxide response (% of plate mean), % at 10 µM | 330,000 compounds, 0.18% hits | AID 2690;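 active = superoxide response under a set limit, about three screen SD below normal, cut at about 65% in these data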;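 note: yeast aged for seven days with compound at 30 °C before DHE staining; 100% = average MFI of all compound-treated wells on the plate with controls excluded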
PP1 counter – PP1-alpha (human) inhibition in PP5 counter-screen | 320,000 compounds, 0.9% hits | purified PP1alpha, OMFP fluorescence | inhibition, % at 6.7 µM;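 active = inhibition above the mean inhibition of all tested compounds plus 3 SD, computed separately for each screening campaign, cut at about 15% in these data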
Target sequence (P62136 whole entry, looked up): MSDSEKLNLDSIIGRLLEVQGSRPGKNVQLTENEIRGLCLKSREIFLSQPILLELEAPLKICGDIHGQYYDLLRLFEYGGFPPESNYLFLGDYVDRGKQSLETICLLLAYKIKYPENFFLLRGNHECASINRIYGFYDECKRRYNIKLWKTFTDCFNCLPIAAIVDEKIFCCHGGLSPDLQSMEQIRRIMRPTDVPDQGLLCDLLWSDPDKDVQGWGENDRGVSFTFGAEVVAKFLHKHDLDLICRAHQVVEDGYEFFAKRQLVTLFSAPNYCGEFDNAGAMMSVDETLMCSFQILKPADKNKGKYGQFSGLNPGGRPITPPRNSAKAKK
EBNA-1 inh – blocks EBNA-1 binding to DNA. EBNA-1 DNA binding, fluorescence polarization. inhibition, % at 14.8 µM. 300,000 compounds, 0.34% hits; in the data active = inhibition above about 28%
JMJD2C inh – human JMJD2C demethylase inhibition; inhibition, % at 2.35 µM; GST-JMJD2C(1-420) H3K9me3 demethylation, DELFIA europium; AID 2099; Q9H3R0; 330,000 compounds, 0.069% hits;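 active = more than half of a compound's replicate wells show inhibition beyond 50%, single wells judged on their own value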;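 note: signal counts dimethyl H3K9 product captured on neutravidin plate; 0% = median of DMSO wells and 100% = 0.3 times that DMSO median; strong numbers were not always called active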
Target sequence (Q9H3R0 1-420 limits assumed): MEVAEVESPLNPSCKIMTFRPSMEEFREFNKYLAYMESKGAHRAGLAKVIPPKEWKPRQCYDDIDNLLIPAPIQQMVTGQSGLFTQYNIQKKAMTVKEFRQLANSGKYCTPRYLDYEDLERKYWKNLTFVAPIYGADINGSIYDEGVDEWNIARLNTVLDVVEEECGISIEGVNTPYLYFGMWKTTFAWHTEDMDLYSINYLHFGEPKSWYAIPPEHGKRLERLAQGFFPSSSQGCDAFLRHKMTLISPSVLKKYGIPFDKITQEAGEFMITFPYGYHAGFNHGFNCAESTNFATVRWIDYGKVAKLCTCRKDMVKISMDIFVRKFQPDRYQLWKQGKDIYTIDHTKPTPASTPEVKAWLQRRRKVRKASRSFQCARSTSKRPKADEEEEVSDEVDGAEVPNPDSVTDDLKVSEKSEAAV
core dimer inh – HCV core protein dimerization inhibition; TR-FRET GST/Flag-core106 dimerization, 1536-well; inhibition, % at 5 µM; 300,000 compounds, 0.33% hits;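 active = inhibition above the mean of all tested compounds plus 3 SD, set per screening campaign, cut at about 45% in these data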
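System: GST/Flag-tagged HCV core106 proteins. Incubation: compound-protein-antibody incubation 4 h at 22.5 °C. Technique: HTRF with 340 nm excitation, 617/671 nm emission. Medium: KF-containing HEPES buffer, pH 7.45, DTT, CHAPS, BSA. Read-out: inhibition (%) from 671 over 617 nm ratio. Also added: Eu(K)-anti-GST 90 ng/mL plus XL665-anti-Flag 1 µg/mL.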
ZTA DNA inh – blocks Epstein-Barr virus ZTA, an EBNA-1 counter-screen; P03206; ZTA-DNA binding, fluorescence polarization; inhibition, % at 11 µM; 320,000 compounds, 0.15% hits; AID 2234; in the data active = inhibition above about 33%
Target sequence (P03206 whole entry, looked up): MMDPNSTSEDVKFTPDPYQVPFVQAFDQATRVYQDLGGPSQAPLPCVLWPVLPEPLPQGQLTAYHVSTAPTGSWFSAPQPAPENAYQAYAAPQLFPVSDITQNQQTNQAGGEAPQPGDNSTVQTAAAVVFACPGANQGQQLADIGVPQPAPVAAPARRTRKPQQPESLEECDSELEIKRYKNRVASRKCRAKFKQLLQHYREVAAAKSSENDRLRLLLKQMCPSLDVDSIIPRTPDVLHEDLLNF
PP5 inh – inhibitors of human protein phosphatase 5 (PP5); P53041; purified PP5c, OMFP substrate fluorescence; inhibition, % at 6.7 µM; 320,000 compounds, 0.18% hits; AID 1987;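 active = inhibition above the campaign's mean inhibition across all tested compounds plus 3 SD, cut at about 9.5% in these data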;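 note: 0% = DMSO only and 100% = 100 µM cantharidin control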
* marks the source's active call; other numbers are inactive results.

COc1ccccc1NC(=O)Cn1cnc2sc(C(=O)Nc3ccc(OC)c(OC)c3)c(C)c2c1=O was read as Fh CTSL1 inh 0, TPT1 inhibitor 5, CR mimetic SO 119, PP1 counter 0, EBNA-1 inh -13, JMJD2C inh -6, core dimer inh -2, ZTA DNA inh -2 and PP5 inh 1.6.
Screening CC(C)CCNS(=O)(=O)c1cc2c3c(c1)CCN3C(=O)CC2 returned Fh CTSL1 inh 3, TPT1 inhibitor -2, CR mimetic SO 95, PP1 counter -5, EBNA-1 inh -3, JMJD2C inh 1, core dimer inh -6, ZTA DNA inh -3 and PP5 inh 1.5.
`O=C(Nc1cc(Cl)ccc1O)C1CC(c2c(F)cccc2Cl)=NO1` (configuration not stated) gave Fh CTSL1 inh 2, TPT1 inhibitor -1, CR mimetic SO 105, PP1 counter -1, EBNA-1 inh -2, JMJD2C inh -2, core dimer inh 16, ZTA DNA inh 10 and PP5 inh 3.0.
For CCCCNC(=O)Cn1nc(C)c(S(=O)(=O)N2CCOCC2)c1C the results were CR mimetic SO 106, PP1 counter 1, JMJD2C inh 3, ZTA DNA inh 2 and PP5 inh 1.3.
Screening O=C(/C=C/Nc1ccccc1Oc1ccccc1)c1ccco1 returned Fh CTSL1 inh -1, TPT1 inhibitor 1, CR mimetic SO 87, PP1 counter 7, EBNA-1 inh -15, JMJD2C inh 4, core dimer inh 11, ZTA DNA inh 5 and PP5 inh 5.0.
For CCOC(=O)C1CCN(CC(O)COc2ccc(C(C)(C)CC)cc2)CC1 (configuration not stated) the results were Fh CTSL1 inh -3, TPT1 inhibitor -2, CR mimetic SO 90, PP1 counter -3, EBNA-1 inh -12, JMJD2C inh 1, core dimer inh -1, ZTA DNA inh -5 and PP5 inh 1.8.
For Cc1nnc(SCC(=O)c2ccc(Cl)cc2)n(N)c1=O the results were Fh CTSL1 inh 1, TPT1 inhibitor 1, CR mimetic SO 105, PP1 counter -2, EBNA-1 inh -7, core dimer inh -1, ZTA DNA inh -2 and PP5 inh -1.4.
For Cc1ccsc1CNCc1cc(Cl)ccc1O the results were Fh CTSL1 inh 4, TPT1 inhibitor 1, CR mimetic SO 98, PP1 counter -4, EBNA-1 inh 8, core dimer inh -7, ZTA DNA inh -1 and PP5 inh -2.4.
`c1cc2c3c(cccc3c1)C(N1CCCCC1)=N2` gave Fh CTSL1 inh 1, TPT1 inhibitor -20, CR mimetic SO 90, PP1 counter -2, EBNA-1 inh 3, JMJD2C inh 7, core dimer inh -20, ZTA DNA inh -6 and PP5 inh 0.0.
Cn1c(=O)c2c(nc(N3CCCCC3)n2CCNC2=NCCC2)n(C)c1=O was read as Fh CTSL1 inh 2, TPT1 inhibitor 1, CR mimetic SO 82, PP1 counter -3, EBNA-1 inh -6, JMJD2C inh 2, core dimer inh -1, ZTA DNA inh -5 and PP5 inh 0.4.
Screening O=C(CCOc1ccc(F)cc1)Nc1nccs1 returned Fh CTSL1 inh -6, TPT1 inhibitor 1, CR mimetic SO 112, PP1 counter -5, EBNA-1 inh -20, JMJD2C inh -15, core dimer inh -2, ZTA DNA inh 0 and PP5 inh 1.0.
Screening COc1ccc(C2c3ccc(O)cc3Oc3ncn(CC(C)C)c(=N)c32)cc1 (configuration not stated) returned Fh CTSL1 inh 2, TPT1 inhibitor 3, CR mimetic SO 98, PP1 counter 5, EBNA-1 inh 1, JMJD2C inh 15, core dimer inh 3, ZTA DNA inh 5 and PP5 inh 0.3.
`Cc1nc(=O)c(-c2ccccc2)c(C)n1Cc1ccccc1` gave Fh CTSL1 inh -1, TPT1 inhibitor 1, CR mimetic SO 100, PP1 counter -5, EBNA-1 inh 1, JMJD2C inh -6, core dimer inh 7, ZTA DNA inh 6 and PP5 inh 3.9.
COC(=O)c1[nH]c(C)c(/C(O)=C2\C(=O)C(=O)N(CCN(C)C)C2c2ccc(C)o2)c1C (configuration not stated) was read as Fh CTSL1 inh 8, TPT1 inhibitor -3, CR mimetic SO 102, PP1 counter -2, EBNA-1 inh -8, JMJD2C inh -4, core dimer inh -6, ZTA DNA inh -19 and PP5 inh -5.3.
Screening CCC(=O)NC(C)c1nc2ccccc2n1C (configuration not stated) returned Fh CTSL1 inh 2, TPT1 inhibitor 0, CR mimetic SO 108, PP1 counter 2, EBNA-1 inh -17, JMJD2C inh -7, core dimer inh -7, ZTA DNA inh -5 and PP5 inh 3.8.
For COc1ccc(C(=O)[C@H]2[C@H]3C(=O)N(c4ccc(C)cc4)C(=O)[C@H]3C3C=CC=NN32)cc1 (some centres not stated) the results were Fh CTSL1 inh -2, TPT1 inhibitor 7, CR mimetic SO 98, PP1 counter 4, EBNA-1 inh 5, JMJD2C inh 4, core dimer inh 37, ZTA DNA inh 6 and PP5 inh 0.4.
For CCNC(=S)Nc1cccc([N+](=O)[O-])c1 the results were Fh CTSL1 inh -2, TPT1 inhibitor -1, CR mimetic SO 105, PP1 counter -7, EBNA-1 inh 0, JMJD2C inh 3, core dimer inh -6, ZTA DNA inh -8 and PP5 inh 1.2.
COc1ccc(N2CCN(c3nc4c(c(=O)n(C)c(=O)n4C)n3CCCc3ccccc3)CC2)cc1 was read as Fh CTSL1 inh -2, TPT1 inhibitor -8, CR mimetic SO 103, PP1 counter -4, EBNA-1 inh -7, JMJD2C inh -4, core dimer inh -3, ZTA DNA inh 7 and PP5 inh -0.1.
For Cc1cccc2cc(CN(CC3CCCO3)C(=S)NCc3ccco3)c(=O)[nH]c12 (configuration not stated) the results were Fh CTSL1 inh -1, TPT1 inhibitor 0, CR mimetic SO 98, PP1 counter 4, EBNA-1 inh 1, JMJD2C inh 7, core dimer inh -1, ZTA DNA inh 5 and PP5 inh 1.8.
For COc1ccc(CNC(=O)CCS(=O)(=O)c2ccc3c(c2)CCN3C(C)=O)cc1 the results were Fh CTSL1 inh 0, TPT1 inhibitor 3, CR mimetic SO 93, PP1 counter -3, EBNA-1 inh -6, JMJD2C inh 19, core dimer inh -4, ZTA DNA inh -6 and PP5 inh 0.8.
Screening NC(=O)CCC(NS(=O)(=O)c1ccc(Cl)cc1)C(=O)NCc1ccccc1Cl (configuration not stated) returned Fh CTSL1 inh -1, TPT1 inhibitor -2, CR mimetic SO 97, PP1 counter 0, EBNA-1 inh 1, JMJD2C inh 36, core dimer inh -3, ZTA DNA inh 1 and PP5 inh 2.9.
For Cc1cc(C)nc(SCC(=O)N/N=C/c2cccn2-c2cccc(C(F)(F)F)c2)n1 the results were Fh CTSL1 inh 4, TPT1 inhibitor 0, CR mimetic SO 106, PP1 counter 7, EBNA-1 inh 3, JMJD2C inh -3, core dimer inh 5, ZTA DNA inh 7 and PP5 inh 4.7.
C=CCc1cc(Cl)ccc1OCCCn1ccnc1 was read as Fh CTSL1 inh 0, TPT1 inhibitor 0, CR mimetic SO 97, PP1 counter 2, EBNA-1 inh 13, JMJD2C inh -21, core dimer inh 2, ZTA DNA inh 8 and PP5 inh -0.9.
For OC[C@@H]1CCCN1Cc1cn(-c2ccccc2)nc1-c1ccc2c(c1)OCO2 the results were Fh CTSL1 inh 3, TPT1 inhibitor 0, CR mimetic SO 94, PP1 counter 0, EBNA-1 inh 8, JMJD2C inh 2, core dimer inh 1, ZTA DNA inh 1 and PP5 inh 0.7.
CCc1ccccc1NC(=O)CN(C)C(=O)CSc1nnc(Nc2cccc(C)c2)s1 was read as Fh CTSL1 inh -5, TPT1 inhibitor -1, CR mimetic SO 86, PP1 counter 0, EBNA-1 inh 18, JMJD2C inh 19, core dimer inh 2, ZTA DNA inh 0 and PP5 inh 4.5.
CC1CC(C)CN(C(=O)CSc2nnc(N)s2)C1 (configuration not stated) was read as Fh CTSL1 inh -4, TPT1 inhibitor -4, CR mimetic SO 97, PP1 counter -3, EBNA-1 inh -8, JMJD2C inh 6, core dimer inh -5, ZTA DNA inh 1 and PP5 inh -4.6.
`O=C(NCCCN1CCOCC1)c1ccc(Br)cc1` gave Fh CTSL1 inh -1, TPT1 inhibitor 6, CR mimetic SO 111, PP1 counter -1, EBNA-1 inh -3, JMJD2C inh 1, core dimer inh 5, ZTA DNA inh 6 and PP5 inh 2.9.
For CC(=O)c1sc(N/N=C/c2cccc([N+](=O)[O-])c2)nc1C the results were Fh CTSL1 inh -1, TPT1 inhibitor -1, CR mimetic SO 93, PP1 counter -3, EBNA-1 inh -1, JMJD2C inh 20, core dimer inh -4, ZTA DNA inh 13 and PP5 inh 1.5.
For CC(C)COC(=O)c1ccc2c(c1O)C(=O)c1ccccc1C2=O the results were Fh CTSL1 inh 24*, TPT1 inhibitor -22, CR mimetic SO 107, PP1 counter -2, EBNA-1 inh 4, JMJD2C inh 1, core dimer inh 3, ZTA DNA inh 6 and PP5 inh 2.0.
`CC(C)n1nccc1NC(=O)Nc1ccccc1` gave Fh CTSL1 inh 7, TPT1 inhibitor -2, CR mimetic SO 101, PP1 counter -2, EBNA-1 inh 4, JMJD2C inh -3, core dimer inh 9, ZTA DNA inh -4 and PP5 inh 0.6.
CC(=O)OCC(CCn1cnc2cnc(N)nc21)COC(C)=O was read as Fh CTSL1 inh 0, TPT1 inhibitor -1, CR mimetic SO 88, PP1 counter -1, EBNA-1 inh 0, JMJD2C inh 6, core dimer inh -1, ZTA DNA inh 2 and PP5 inh -1.3.
Screening O=C(CSc1nnc(-c2ccc(F)cc2)c2ccccc12)Nc1c(F)cccc1F returned Fh CTSL1 inh -1, TPT1 inhibitor 2, CR mimetic SO 91, PP1 counter 5, EBNA-1 inh 4, JMJD2C inh 1, core dimer inh 16, ZTA DNA inh 4 and PP5 inh 3.3.
`CCn1c(SCC(=O)n2c(C)c(C)c3ccccc32)nnc1-c1ccco1` gave Fh CTSL1 inh 0, TPT1 inhibitor -5, CR mimetic SO 105, PP1 counter -1, EBNA-1 inh -3, JMJD2C inh -1, core dimer inh 8, ZTA DNA inh 5 and PP5 inh -1.4.
CCOC(=O)CC(=O)CSc1[nH]c(=O)cc(C)c1C#N was read as Fh CTSL1 inh 2, TPT1 inhibitor -3, CR mimetic SO 98, PP1 counter 8, EBNA-1 inh -1, JMJD2C inh -2, core dimer inh -4, ZTA DNA inh -11 and PP5 inh 1.0.

Pulled by compound from the list above:
Screening O=C(CSc1nnc(-c2ccc(F)cc2)c2ccccc12)Nc1c(F)cccc1F returned Fh CTSL1 inh -1, TPT1 inhibitor 2, CR mimetic SO 91, PP1 counter 5, EBNA-1 inh 4, JMJD2C inh 1, core dimer inh 16, ZTA DNA inh 4 and PP5 inh 3.3.
CCOC(=O)CC(=O)CSc1[nH]c(=O)cc(C)c1C#N was read as Fh CTSL1 inh 2, TPT1 inhibitor -3, CR mimetic SO 98, PP1 counter 8, EBNA-1 inh -1, JMJD2C inh -2, core dimer inh -4, ZTA DNA inh -11 and PP5 inh 1.0.
C=CCc1cc(Cl)ccc1OCCCn1ccnc1 was read as Fh CTSL1 inh 0, TPT1 inhibitor 0, CR mimetic SO 97, PP1 counter 2, EBNA-1 inh 13, JMJD2C inh -21, core dimer inh 2, ZTA DNA inh 8 and PP5 inh -0.9.
For CC(C)COC(=O)c1ccc2c(c1O)C(=O)c1ccccc1C2=O the results were Fh CTSL1 inh 24*, TPT1 inhibitor -22, CR mimetic SO 107, PP1 counter -2, EBNA-1 inh 4, JMJD2C inh 1, core dimer inh 3, ZTA DNA inh 6 and PP5 inh 2.0.

Screening data: PubChem, several laboratories
